Hsp70 displacement = Hsp70 inhibitors, probe displacement, primary screen, biochemical, fluorescence polarization (AID 583); displacement, % at 20 µM, or IC50 in µM where a hit was titrated; Hsp70 fluorescence polarization probe displacement, mP; higher % means a stronger effect; 140,000 tested, 0.06% active; in the data active = displacement above about 50%;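 also: plate controls were vehicle for no effect and reference ligand for full effect; a part of the inactive calls stands beside numbers as strong as those of hits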
MKP-3 inhibition = MKP-3 phosphatase inhibitors, primary screen, biochemical, rat enzyme, in vitro (AID 425) | recombinant MKP-3 phosphatase activity, fluorescence; higher % means a stronger effect | one-dose inhibition, % at 20 µM; IC50 in µM for titrated hits | 110,000 tested, 0.17% active; in the data active = inhibition above about 50%;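 also: plate controls were vehicle for no effect and reference inhibitor for full effect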
Starred values were filed as active, the others as inactive; x = no result given; & = joins results of further samples.

The first 6 records as a preview:
Hsp70 displacement,MKP-3 inhibition,SMILES
0.8%,-8%,Cc1ccc(C)c(NC(=O)CSc2nc3c(c(=O)n2C)SC(C)C3)c1 (centres undefined)
4.6%,-8%,CCCCc1c(O)nc(SCC(=O)N2CCCCC2)n(-c2ccccc2C)c1=O
-2.5%,x,COC(=O)c1cccc(NC(=O)Cc2ccc(OC)cc2)c1C
5.5%,-4%,Cc1ccc(S(=O)(=O)N2CCC(O)CC2C)cc1 (centres undefined)
-4.9%,4%,COc1cc(C(O)c2nc3ccccc3n2C(C)C)cc(OC)c1OC (centres undefined)
1.6%,-4%,CCC(=O)Nc1ccc(C(=O)Nc2c[nH]c(=O)[nH]c2=O)cc1

The listing, from the start:
Hsp70 displacement,MKP-3 inhibition,SMILES
0.8%,-8%,Cc1ccc(C)c(NC(=O)CSc2nc3c(c(=O)n2C)SC(C)C3)c1 (centres undefined)
4.6%,-8%,CCCCc1c(O)nc(SCC(=O)N2CCCCC2)n(-c2ccccc2C)c1=O
-2.5%,x,COC(=O)c1cccc(NC(=O)Cc2ccc(OC)cc2)c1C
5.5%,-4%,Cc1ccc(S(=O)(=O)N2CCC(O)CC2C)cc1 (centres undefined)
-4.9%,4%,COc1cc(C(O)c2nc3ccccc3n2C(C)C)cc(OC)c1OC (centres undefined)
1.6%,-4%,CCC(=O)Nc1ccc(C(=O)Nc2c[nH]c(=O)[nH]c2=O)cc1
6.1%,8%,CCCCNC(=O)CCCCCNS(=O)(=O)c1ccc(OC)cc1
-0.6%,-12%,COc1cccc(CNc2nn[nH]n2)c1OC
-2.1%,x,CNc1cc([N+](=O)[O-])ccc1N/C=C/C(=O)c1cccs1
0.2%,4%,S=c1[nH]nc(-c2ccccc2)n1C1CCCCC1
4.8%,x,Cc1ccc(C2(C(F)(F)F)N=C3Sc4cc(C)cc(C)c4N3C(=O)N2)cc1 (centres undefined)
-1.1%,0%,CCCOc1ccc(C2/C(=C(/O)c3ccc(F)cc3)C(=O)C(=O)N2CCCN(C)C)cc1 (centres undefined)
0.3%,x,CCN1CCN(CCn2c(=S)[nH]c3cc4c(cc3c2=O)OCO4)CC1
-2.0%,-2%,CN1/C(=C\C(=O)c2ccco2)C(C)(C)c2ccccc21
0.1%,-3%,Cc1nn(-c2ccc(Cl)cc2)c2sc(C(=O)N3CCN(C(=O)c4ccco4)CC3)cc12
3.4%,-10%,O=C(NC(NC(=S)Nc1ccccc1I)C(Cl)(Cl)Cl)c1ccccc1F (centres undefined)
0.7%,2%,COc1ccc(C(=O)N/C(=C\c2cccc([N+](=O)[O-])c2)C(=O)NCC(C)C)cc1
7.5%,-3%,COCCOC(=O)c1[nH]c2c(c1C)C(=O)CC(c1ccco1)C2 (centres undefined)
4.0%,-6%,Cc1oc(-c2cccc(Cl)c2)nc1CN1CCCC(C(=O)NCCCN2CCOCC2)C1 (centres undefined)
2.7%,-1%,CCCCC(=O)Nc1ccc(NC(=O)CCCC)nc1
4.1%,-9%,O=C(NCc1ccco1)C1CCN(C(=O)Cc2ccccc2)CC1
-1.8%,x,CCOC(=O)CSc1nc2ccc(Nc3nc(N4CCOCC4)nc(N4CCOCC4)n3)cc2s1
1.5%,2%,COc1cc(C(=O)Nc2nnc(C)s2)cc(OC)c1OC
-3.9%,2%,COc1ccc(N2CCCCn3c2nc2c3c(=O)n(C)c(=O)n2C)cc1
-1.0%,-11%,CSc1cc(C)nc(N(C)C(C)=O)n1
1.2%,0%,COc1ccc(CCN=Cc2c(O)[nH]c(=O)[nH]c2=O)cc1
1.1%,0%,CCOC(=O)c1c(-c2ccc(C)cc2)csc1NC(=S)NC(C)=O
-4.4%,0%,CCN(CC)c1ccc(/C=N/NC(=O)c2nonc2N)c(OCc2ccc(Cl)cc2Cl)c1
-0.2%,0%,O=C1Oc2ccccc2N/C1=C/c1ccccc1
-0.7%,3%,O=C(c1ccccc1)N1CCN(Cc2cccc(Oc3ccccc3)c2)CC1

Shown with values under each structure: 2 of the compounds above
Values run as follows: Hsp70 displacement	MKP-3 inhibition
> O=C1Oc2ccccc2N/C1=C/c1ccccc1
 : -0.2%	0%
> O=C(c1ccccc1)N1CCN(Cc2cccc(Oc3ccccc3)c2)CC1
 : -0.7%	3%

Continued:
Hsp70 displacement,MKP-3 inhibition,SMILES
-1.0%,-12%,O=C(CCC1CCCC1)N1CCN(C(=O)C2CC2)CC1
-1.6%,4%,COc1ccc(C(=O)N2CCN(Cc3ccccc3)CC2)c(OC)c1
-4.3%,-2%,Cc1ccc(C2CC(C(F)(F)F)n3nc(C(=O)NCC4CCCO4)cc3N2)cc1 (centres undefined)
1.3%,5%,CCn1c(-c2cc(OC)ccc2OC)csc1=Nc1c(C)n(C)n(-c2ccccc2)c1=O
6.6%,3%,CC1CC(=O)N(CC(=O)NCc2ccco2)c2ccccc2S1 (centres undefined)
0.3%,11%,COc1ccc(CC(=O)c2ccc(O)cc2O)cc1OC
1.3%,x,O=C(CC(Nc1ccc(Cl)cc1)C(=O)O)c1ccccc1 (centres undefined)
3.4%,x,Cn1c(=O)oc2cc(S(=O)(=O)N3CCN(c4ccc(F)cc4)CC3)ccc21
4.7%,1%,Cc1onc(-c2ccccc2)c1C(=O)Nc1ccc([N+](=O)[O-])cc1Br
0.7%,5%,Cc1ccccc1NC(=O)CSCCO
-7.0%,4%,Cc1ccccc1NC(=O)c1c(NC(=O)c2cccc(Cl)c2)sc2c1CCCC2
3.3%,x,C=CCNc1nc2c(c(=O)[nH]c(=O)n2C)n1CCCCC
2.1%,0%,O=C1c2cccc3c(Br)ccc(c23)C(=O)N1Nc1ccccc1
-2.3%,3%,COC(=O)c1ccccc1NC(=O)c1nn(C)cc1[N+](=O)[O-]
4.2%,-7%,C=CCN(C)CCCNC(=O)/C=N/O
-2.3%,3%,COc1ccccc1NC(=O)c1ccccc1NC(=O)c1ccccc1C
2.3%,3%,COc1ccc(N(CC(=O)Nc2ccc(Br)cc2)S(C)(=O)=O)c(OC)c1
0.2%,3%,CC(=O)c1ccc(NC(=O)CSc2nc3ccc([N+](=O)[O-])cc3s2)cc1
-0.5%,x,Cc1cc(C)n(-c2nc3ccccc3nc2N2CCC(C)CC2)n1
8.9%,-2%,N#CCCCCn1c(-c2cncs2)nc2ccccc21
4.8%,-5%,O=C(CSc1nc2scc(-c3ccco3)c2c(=O)n1-c1ccccc1)N1CCOCC1
-1.1%,-8%,CCCCN(C)C(=O)C1CCN(C/C(C)=C/c2ccccc2)CC1
-3.0%,2%,COc1cccc(CN2CCN(S(=O)(=O)c3ccc(Cl)cc3)CC2)c1OC
9.9%,x,Cc1cc(NC(=O)CSc2nc3c(sc4ccccc43)c(=O)n2CCCN2CCOCC2)n[nH]1
x,-8%,CC(=O)n1cc(-c2ccncc2)c2ccccc21
0.5%,1%,COc1ccc(S(=O)(=O)n2cccc2)cc1
-8.4%,-4%,COc1ccc(-c2cc(C(=O)N3CCCc4ccccc43)no2)cc1
-2.4%,x,COc1ccc(C(=O)N2CCc3ccccc32)cc1
-2.9%,-4%,Cn1cccc1C(C(=O)NC1CCCCC1)N(C(=O)Cc1cccs1)C1CC1 (centres undefined)
-4.4%,x,Cc1sc(NC(=O)c2ccco2)c(C(c2cccnc2)N2CCCC2)c1C (centres undefined)

Record cards, as listed above. Screens in order: Hsp70 displacement | MKP-3 inhibition
Shown for `CCn1c(-c2cc(OC)ccc2OC)csc1=Nc1c(C)n(C)n(-c2ccccc2)c1=O` : 1.3% | 5%
Shown for `COc1ccc(C(=O)N2CCN(Cc3ccccc3)CC2)c(OC)c1` : -1.6% | 4%
Shown for `CSc1cc(C)nc(N(C)C(C)=O)n1` : -1.0% | -11%
Shown for `COc1ccc(C(=O)N2CCc3ccccc32)cc1` : -2.4% | x
Shown for `CCCCNC(=O)CCCCCNS(=O)(=O)c1ccc(OC)cc1` : 6.1% | 8%

Other records
Hsp70 displacement,MKP-3 inhibition,SMILES
-1.2%,2%,CC(NC(=O)C(=O)NCC1CCNCC1)c1ccccc1 (centres undefined)
18%,x,COc1cccc(NC(=O)Cn2c(=O)c3c(ncn3Cc3ccccc3)n(Cc3ccccc3)c2=O)c1
-2.4%,0%,COc1ccc(OC)c(Nc2nc(N)nc(-c3cc4ccccc4o3)n2)c1
3.1%,-5%,CC1CCCC(N2C(=O)NC(NC(=O)c3ccco3)(C(F)(F)F)C2=O)C1C (centres undefined)
4.2%&-7.5%,-21%&0%,CCOCCOC(=O)C1=C(C)N(C)C(=O)NC1c1ccccc1Cl (centres undefined)
15%,-3%,O=C(COC(=O)c1cc(-c2cccs2)nc2ccccc12)NCc1ccco1
0.5%,3%,O=C(COc1ccccc1[N+](=O)[O-])Nc1cccc(NC(=O)c2ccc(Cl)cc2Cl)c1
1.5%,4%,CC(C)c1ccc(C2/C(=C(\O)c3ccc(F)cc3)C(=O)C(=O)N2c2nccs2)cc1 (centres undefined)
0.6%,-7%,CCCCOc1ccc(C(=O)N2CCCC2C(=O)O)cc1 (centres undefined)
-1.1%&-0.5%,2%&-2%,O=c1oc(-c2ccccc2)nc2c1cnn2-c1ccccc1
2.7%,-1%,Cc1cccc(CN2CCN(S(C)(=O)=O)CC2)c1
-1.1%,2%,O=C(c1cc2ccccc2o1)N1CCN=C1SCc1cccnc1
8.8%,-5%,N/C(CCN1CCOCC1)=N/O
-2.8%,-16%,Cc1cc(C(=O)NC(C)c2ccc3c(c2)OCO3)cs1 (centres undefined)
1.3%,-1%,COc1ccc(Cc2noc(-c3ccccc3Cl)n2)cc1
-3.9%,1%,O=C(CSc1ncnc2c1nnn2-c1ccc(F)cc1)N1CCN(c2ccccc2)CC1
-1.5%,-1%,CC(=O)C1=C(O)C(=O)N(c2nnn(C)n2)C1c1cccs1 (centres undefined)
6.9%,x,CCCCCOc1ccc(C(=O)C(c2ccccc2)N2CCOCC2)cc1 (centres undefined)
-2.3%,5%,CC(C)C(NC(=O)C1CCCCC1)C(=O)Nc1ccccn1 (centres undefined)
-3.3%,-7%,CCCN(CCC)S(=O)(=O)c1cccc(C(=O)Nc2ccc3c(c2)OCO3)c1
2.5%,-3%,CCOC(=O)N1CCN(C(=O)C(C)N2C(=O)c3ccccc3C2=O)CC1 (centres undefined)
-4.3%,x,CC(=O)Nc1ccc(NS(=O)(=O)c2ccc3ccccc3c2)cc1
-0.7%,-16%,O=S(=O)(NCCO)c1cccc2cccnc12
-3.9%,5%,O=C(COc1ccccc1[N+](=O)[O-])Nc1ccc2oc(-c3cccc4ccccc34)nc2c1
-3.0%,-13%,CCOC(=O)c1cccc(C(=O)OCC)n1
0.6%,1%,O=C(C(=O)c1ccc(I)cc1)c1ccc(I)cc1
0.2%,3%,Cc1nc2sc3c(c2c(=O)n1/N=C/c1cccnc1)CCCC3
2.5%,-4%,COc1ccc(N(CC(=O)NCc2ccccc2)S(=O)(=O)c2ccc(C)cc2)cc1
-3.1%,-14%,COc1cccc(N2CCN(Cc3nc(N)nc(N4CCCc5ccccc54)n3)CC2)c1
0.6%,-18%,C=CCOc1ccc(/C(O)=C2/C(=O)C(=O)N(CCCn3ccnc3)C2c2cccs2)cc1 (centres undefined)
7.8%,x,CC(C(=O)OCC(=O)Nc1ncc(Cl)cc1Cl)N1C(=O)c2ccccc2C1=O (centres undefined)
-0.8%,8%,Cc1[nH]c2ccccc2c1/C=N/NC(=O)c1cccc([N+](=O)[O-])c1
2.0%,13%,Cc1cc(C)cc(-n2c(=O)c3sccc3n(CC(=O)NCc3ccco3)c2=O)c1
3.8%,9%,CCC(C)NC(=O)c1cnn2c1NC(c1ccc3c(c1)OCO3)CC2C(F)(F)F (centres undefined)
3.5%,-14%,Cc1ccc2[nH]c(=O)c(CN(CC3CCCO3)C(=O)c3ccncc3)cc2c1 (centres undefined)
1.1%&2.0%,-6%&3%,O=C(Nc1ccc2oc(-c3ccccc3)nc2c1)c1ccc2c(c1)OCCO2
-1.3%,-1%,OC(CNCC1COc2ccccc2O1)COCc1cccs1 (centres undefined)
1.4%,1%,Nc1cccc(NC(=O)CCC(=O)O)n1
3.5%,x,COc1ccc(N2C(=O)CC(SCC(=O)O)C2=O)cc1 (centres undefined)
x,0%,CCNc1nc(NCC)nc(Nn2cnnc2)n1

Reprinted at random: 2 entries already listed.
Hsp70 displacement,MKP-3 inhibition,SMILES
7.8%,x,CC(C(=O)OCC(=O)Nc1ncc(Cl)cc1Cl)N1C(=O)c2ccccc2C1=O (centres undefined)
1.1%&2.0%,-6%&3%,O=C(Nc1ccc2oc(-c3ccccc3)nc2c1)c1ccc2c(c1)OCCO2

Carrying on.
Hsp70 displacement,MKP-3 inhibition,SMILES
4.0%,0%,Cc1cc(C)nc(NS(=O)(=O)c2ccc(NC(=O)CSc3nnnn3-c3ccccc3)cc2)n1
-1.8%,0%,Cc1ccc(N2C(=O)c3ccccc3C2Nc2cccnc2)nc1 (centres undefined)
7.3%,3%,CCOC(=O)c1[nH]c2ccc(OC)cc2c1NC(=O)c1nonc1C
-8.5%,6%,CN(C)CCN1C(=O)C(=O)/C(=C(/O)c2ccccc2)C1c1ccc(F)cc1 (centres undefined)
5.3%,3%,CC(c1ccccc1)N1C(=O)/C(=C/c2cccc([N+](=O)[O-])c2)SC1=S (centres undefined)
5.4%,0%,Cc1cc(C(=O)NCc2cccnc2)ccc1[N+](=O)[O-]
0.4%,3%,COc1ccc(NC(=O)Nc2ncn(Cc3cccc(C(F)(F)F)c3)n2)cc1OC
x,-4%,C=CCSC1=N/C(=C\c2ccc(C)o2)C(=O)S1
x,-3%,O=S(=O)(Nc1ccc(Br)cn1)c1ccccc1
-4.9%,2%,CCOc1ccc(N2CC(C(=O)NCc3ccc(F)cc3)CC2=O)cc1 (centres undefined)
5.1%,-8%,COc1cc(Sc2ccc(C)cc2)c(OC)cc1N
3.7%,-1%,CCC1=NN2C(=N)/C(=C/c3ccc(-c4ccc(F)c(Cl)c4)o3)C(=O)N=C2S1

Bioassay records from PubChem BioAssay.

This is a subset; count on the stated rates, not on these rows.
